CD40 NFkB inh – CD40 pathway inhibition in BL2 cells | BL2 NF-kB luciferase reporter, CD40L-induced, 4 h | 83,000 compounds, 0.94% hits | inhibition, % at 10 µM;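 active = mean inhibition of at least 50% with a set share of replicates also reaching that level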;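 note: 0% = neutral control wells and 100% = IKK inhibitor VII at 50 µM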
An asterisk follows results filed as active; & = joins results of further samples; ! = a repeat was not active; [ ] = dose if it differs, or a comment.

CD40 NFkB inh	compound
-7.1[25 µM]	C[C@@H]1CN([C@H](C)CO)C(=O)CCCn2cc(nn2)CO[C@@H]1CN(C)S(C)(=O)=O
-6.3	CCCCn1cc(C(C)(C)C)c(C#N)c1NC(C)=O
6.5	Cc1ccc(C(=O)CN(C(=O)c2ccc(Cl)cc2)N2C(=O)CCC2=O)cc1
2.2	O=C1CC(c2nc3ccccc3[nH]2)CN1c1ccccc1 (stereo unspecified)
-59.9	NC(=O)C1CCN(C(=O)c2ccc(-c3ccccc3Cl)o2)CC1
8.8[25 µM]	C[C@H]1CN([C@@H](C)CO)C(=O)CCCn2nncc2CO[C@@H]1CN(C)C(=O)Nc1cccc(Oc2ccccn2)c1
3.7	COc1cc2nc(C3CC3)n(NC(=O)c3ccc(F)cc3)c(=O)c2cc1OC
8.5	CCN(c1ccccc1)S(=O)(=O)c1ccc(C(=O)N2CCOCC2)cc1
-20.6	Nc1cc(=O)[nH]n1C1CCN(c2ccccc2)CC1
15.0	O=C(NCCOc1cccnc1)C1CCC(=O)N(Cc2ccccc2F)C1 (stereo unspecified)
-2.1	Cc1ccccc1S(=O)(=O)NCC[C@@H]1CC[C@H](NC(=O)C2CCCC2)[C@@H](CO)O1
11.5[25 µM]	CN1C(=O)c2cc(NC(=O)Cc3cccs3)ccc2OC[C@H]2O[C@@H](CC(=O)NCCCN3CCOCC3)CC[C@H]21
-48.4	CCOC(=O)c1cc(C(=O)Nc2ccccc2F)nn1C
-0.2	Cc1csc2nc(O)c(C(=O)NCCCc3ccccc3)c(=O)n12
-1.0	O=C(NCCCN1CCCC1=O)c1cccs1
7.4	O=C(Cc1ccccc1)Nc1c(Cl)ccc2nsnc12
59.7*!	O=C(C1CC1)N1C[C@@H]2N[C@H](C1)C2c1ccc(-c2cccc(F)c2)cc1 (stereo partly specified)
-2.2[25 µM]	COCCNC(=O)C[C@@H]1CC[C@@H]2[C@H](COC[C@H](O)CN2S(=O)(=O)c2ccccc2F)O1
2.6	O=c1c[n+]([O-])c2ccccc2n1OCc1ccccn1
8.0	CC1=NN(C(=O)Cc2ccc([N+](=O)[O-])cc2)C(O)(c2ccccc2)C1 (stereo unspecified)
6.2	COc1ccc(N2C(=O)N(Cc3cccc(F)c3)c3ccccc3S2(=O)=O)cc1
5.6	O=C(CN1CCN(C(=O)c2ccco2)CC1)N1CCc2[nH]c3ccccc3c2C1
6.5	CC(C)[C@H]1COCc2cn(nn2)CCCC(=O)N1
-6.4	Cc1ccc(C(=O)Nc2nc(-c3ccccn3)cs2)cc1S(=O)(=O)N1CCOCC1
1.2	O=S1(=O)N=C(c2ccccc2)c2ccccc21
2.0	COC(=O)c1ccc(NCc2cc(O)ccc2O)cc1O
11.0[25 µM]	Cc1ccc(S(=O)(=O)N(C)C[C@H]2Oc3cc(-c4cccc(F)c4)ccc3S(=O)(=O)N([C@@H](C)CO)C[C@H]2C)cc1
7.1	O=C(CC1Sc2ccccc2NC1=O)NNc1ccc(Cl)cc1Cl (stereo unspecified)
85.5*[25 µM]	N#C[C@@H]1[C@H](c2ccc(C#Cc3ccccc3F)cc2)[C@@H](CO)N1C(=O)C1CC1
20.1[25 µM]	O=C(Cc1ccccn1)N[C@H]1CC[C@H](CCNS(=O)(=O)c2cccc(F)c2)O[C@H]1CO
-21.6	COc1ccc(N2CCN(c3cncc(C)n3)CC2)cc1
-14.4	COC(=O)c1cccc(Cn2nnc3ccccc3c2=O)c1
3.0	O=C(N1CCCCCC1)N1CCN(S(=O)(=O)N2CCCCC2)CC1
4.6	O=C(COC(=O)c1ccc(S(=O)(=O)N2CCCC2)cc1)NCCc1ccc(F)cc1
-11.7	CCN(CC)CCn1c2ccccc2c(=O)c2c(O)ccc(O)c21
5.3	CC(=O)NC1CC2CCCC(C1)N2C(=O)Nc1c(C)cccc1C (stereo unspecified)
10.9	COCCCN1C(=O)c2ccc(C(=O)OCC(=O)N(CCC#N)c3cc(C)cc(C)c3)cc2C1=O
5.2	Cn1ncc(C#N)c1/N=C/N1CCOCC1
-1.2	N=c1oc2ccc3ccccc3c2cc1-c1nc(-c2ccccc2)cs1
12.4[25 µM]	CC(=O)N1[C@H](CO)[C@@H](c2ccccc2)[C@H]1CN(C(=O)NC(C)C)C1CCCC1
0.9	CC(=O)N1[C@H](CO)[C@@H](c2ccc(-c3ccccc3)cc2)[C@H]1CNC(=O)C1CC1
-1.3[25 µM]	CCCC#Cc1ccc([C@H]2[C@@H](CO)N(C(=O)NC(C)C)[C@H]2CNC(C)=O)cc1
-48.8[25 µM]	O=C(CN1CCOCC1)N1CC[C@@H]2[C@H](CO)Nc3ccc(-c4ccccc4F)cc3[C@@H]21
6.0	CN(C(=O)CN1CCN(c2cc(-c3cccc4oc5ccccc5c34)ncn2)CC1)c1ccccc1
4.0	Cc1onc(-c2ccccc2)c1C(=O)c1c[nH]c(C(=O)NCc2ccncc2)c1
3.1	NS(=O)(=O)c1ccc(CCNC(=S)NC(=O)c2ccccc2Br)cc1
-139.8	COc1cc(C2Nc3ccccc3NC3=C2C(=O)CC(c2ccc(OC)c(OC)c2)C3)ccc1O (stereo unspecified)
7.6	O=C(Cn1cnc(S(=O)(=O)N2CCCC2)c1)Nc1cccc(F)c1
-4.3	CCN(CC)S(=O)(=O)c1ccc(N2CCN(C)CC2)c(NC(=O)COc2ccc(F)cc2Cl)c1
-4.1[25 µM]	COc1ccc(NC(=O)N2C[C@@H]3N[C@H](C2)C3c2ccc(-c3ccncc3)cc2)cc1 (stereo partly specified)
3.3[25 µM]	COCC(=O)N1CCCCN2[C@H](CO)[C@H](c3ccc(-c4ccc(OC)cc4)cc3)[C@@H]2C1
-4.8[25 µM]	OC[C@@H]1Nc2ccc(C#Cc3ccc(F)cc3)cc2[C@@H]2[C@H]1CCN2Cc1ccc2c(c1)OCO2
1.2	O=C(CN1C(=O)NC2(CCCC2)C1=O)NCCC1=CCCCC1
7.0	Cc1ccc(NC(=O)C2CCCN(S(=O)(=O)c3c(C)noc3C)C2)cc1 (stereo unspecified)
9.0&-6.6[25 µM]	C/C=C/c1ccc(C2[C@H]3CNC[C@@H]2N3Cc2cc(F)ccc2F)cc1 (stereo partly specified)
17.8	O=C(COC(=O)c1ccccn1)Nc1cccc2ccccc12
3.9	CCCCN(C(=O)C1CCCC1)c1c(N)n(CC(C)C)c(=O)[nH]c1=O
10.3	O=C1NNC(=O)C2C3C=CC(C4CC34)C12 (stereo unspecified)
3.1[25 µM]	O=C(NCCN1CCCC1)[C@@H]1[C@@H](CO)[C@@H]2Cn3c(cccc3=O)[C@@H]2N1Cc1ccccn1
7.0	O=C(CN1C(=O)C2CC=CCC2C1=O)Nc1ccc(F)c(Cl)c1 (stereo unspecified)

Next part, starting with the last five of the part before.
CD40 NFkB inh	compound
17.8	O=C(COC(=O)c1ccccn1)Nc1cccc2ccccc12
3.9	CCCCN(C(=O)C1CCCC1)c1c(N)n(CC(C)C)c(=O)[nH]c1=O
10.3	O=C1NNC(=O)C2C3C=CC(C4CC34)C12 (stereo unspecified)
3.1[25 µM]	O=C(NCCN1CCCC1)[C@@H]1[C@@H](CO)[C@@H]2Cn3c(cccc3=O)[C@@H]2N1Cc1ccccn1
7.0	O=C(CN1C(=O)C2CC=CCC2C1=O)Nc1ccc(F)c(Cl)c1 (stereo unspecified)
4.5	CC(C)CN(C(=O)COC(=O)COc1ccc2ccccc2c1)c1c(N)n(Cc2ccccc2)c(=O)[nH]c1=O
18.9	O=C(CCCN1C(=O)c2cccc3cccc(c23)C1=O)N1CCc2ccccc2C1
-3.8	CC(=O)N/C(=C/c1ccc2c(c1)OCO2)C(=O)NCCO
0.2	CSCCC(NC(=O)c1ccccc1Br)C(=O)NNC(=O)c1cc(C)oc1C (stereo unspecified)
-0.1	O=C(COc1ncnc2ccccc12)NC(=O)NCc1ccccc1
-23.2	COc1ccc(-n2cc(CNC3CCN(C)CC3)c(-c3cccc(F)c3)n2)cc1
22.7	O=C1CCCN1c1ccc(S(=O)(=O)N2CCCCC2)cc1
-10.1	Cc1c(Cl)cc(-n2cnnn2)cc1[N+](=O)[O-]
18.1	CCOC(=O)N1CCN(C(=O)c2cc3sccc3n2C)CC1
0.9	COC(=O)C(CC(C)C)NC(=O)c1cc(OC)c(OC)c(OC)c1 (stereo unspecified)
20.6	Cc1ccc(-n2c(SC/C=C/c3ccccc3)nnc2-c2ccco2)cc1
3.7	COc1ccc(-c2c(C)nn3c(N4CCCCCC4)cc(C)nc23)cc1OC
4.0	COc1ccc(NS(=O)(=O)c2cccc(C(=O)N3CCN(C(=O)c4ccco4)CC3)c2)cc1
2.4[25 µM]	O=C(C[C@@H]1C=C[C@@H](NC(=O)Nc2cccc(F)c2)[C@H](CO)O1)NCC1CCCCC1
12.1	CCn1c(=O)n(CC)c2cc(S(N)(=O)=O)ccc21
-95.6	COc1cccc(C(=O)Nc2ccc3c(c2)C(=O)c2ccccc2C3=O)c1
3.0	CCOC(=O)C1=C(C)N=C2SCCC(=O)N2[C@@H]1/C=C/c1ccccc1
8.4	CC1CN(S(=O)(=O)c2cccc(C(=O)NCCC3=CCCCC3)c2)CC(C)O1 (stereo unspecified)
-0.9	CCC(=O)N1[C@H](CO)[C@@H](c2ccc(C3=CCCC3)cc2)[C@H]1CNC(=O)CN(C)C
2.3	COC(=O)c1cccc(N2C(=O)c3ccccc3S2(=O)=O)c1
3.4	CCN(CC)S(=O)(=O)c1ccc(N2CCN(C)CC2)c(NC(=O)CSCC(=O)Nc2cccc(C)c2)c1
-7.9	O=C(c1ccco1)N1CCN(C(=O)c2sccc2-c2ccccc2)CC1
7.4	C1CCC(n2nnnc2CN2CCN(C3CCCC3)CC2)CC1
10.0	COc1cccc(-c2ccc([C@H]3[C@H]4CN(C(=O)C5CCCC5)CC(=O)N4[C@H]3CO)cc2)c1
0.1	Cc1noc(C)c1S(=O)(=O)N1Cc2ccccc2CC1C(=O)N(C)C (stereo unspecified)
-85.7	O=C(COc1ccccc1Cl)Nc1cccnc1
8.3[25 µM]	CC(C)[C@@H]1CC=CC[C@H](C)Oc2ccccc2C(=O)N(C)[C@@H](Cc2ccccc2)C(=O)N1 (mixture of isomers)
1.5	O=C(NCc1ccccc1)C1CCCN(C(=O)c2ccc(F)cc2)C1 (stereo unspecified)
6.9	CC(C)(CNC(=O)C1CCCN1C(=O)c1cccs1)N1CCOCC1 (stereo unspecified)
-40.0	CC(=O)c1cccc(NC(=O)Nc2ccc3c(c2)OCO3)c1

Reformatted field by field: 4 of the compounds above
> CC1CN(S(=O)(=O)c2cccc(C(=O)NCCC3=CCCCC3)c2)CC(C)O1 (stereo unspecified)
  CD40 NFkB inh: 8.4
> CCC(=O)N1[C@H](CO)[C@@H](c2ccc(C3=CCCC3)cc2)[C@H]1CNC(=O)CN(C)C
  CD40 NFkB inh: -0.9
> COC(=O)c1cccc(N2C(=O)c3ccccc3S2(=O)=O)c1
  CD40 NFkB inh: 2.3
> CCN(CC)S(=O)(=O)c1ccc(N2CCN(C)CC2)c(NC(=O)CSCC(=O)Nc2cccc(C)c2)c1
  CD40 NFkB inh: 3.4

Next section:
CD40 NFkB inh	compound
9.8	Nc1nc(=S)c2ncn(C3CCCCC3)c2[nH]1
-1.9[25 µM]	COc1ccc(C#Cc2ccc3c(c2)[C@H]2[C@H](CCN2S(=O)(=O)c2ccccc2C)[C@H](CO)N3)cc1
-80.5	Cc1occc1C(=O)Nc1cccc2ccccc12
-5.3	Cc1cc2ncn(N)c2cc1C
-47.1	CS(=O)(=O)N1CCN(c2nc(-c3ccccc3)cs2)CC1
2.8	CCN(C(=O)COc1ccc(F)cc1Br)c1c(N)n(Cc2ccccc2)c(=O)[nH]c1=O
-13.1[25 µM]	C[C@@H]1CCCCO[C@H](CN(C)Cc2ccncc2)[C@H](C)CN([C@@H](C)CO)C(=O)c2cc(NC(=O)Cc3ccccc3)ccc2O1
-70.6	Cc1ccccc1Cn1ccc(NC(=O)c2onc(C)c2Cl)n1
20.8	O=C(COC(=O)CCc1nc2ccccc2s1)NC(=O)NCc1ccco1
-5.9	COc1cccc(NC(=O)CN(C)C(=O)c2ccc3ccccc3c2)c1
9.8	O=C(O)c1ccc(CNCc2cccc(OCc3ccc(F)cc3)c2)cc1
-10.2	Cc1ccc(C(=O)N2CCc3ccccc32)cc1NC(=O)c1ccco1
-9.5[25 µM]	Cc1noc(C)c1NC(=O)Nc1ccc2c(c1)C(=O)N(C)[C@H]1CC[C@@H](CC(=O)N[C@@H]3CCN(Cc4ccccc4)C3)O[C@H]1CO2
-6.3	CN1CCN(C(=O)c2cc3c(c(-c4cccc(-c5cccc(C(=O)N(C)C)c5)c4)n2)[C@H](CCO)N([S@@](=O)C(C)(C)C)C3)CC1
-2.4	Cc1c(C)n(C)c2ccc([N+](=O)[O-])cc12
0.8	N#CCCN(C(=O)COC(=O)c1ccc2ccccc2n1)c1ccccc1
4.6	Cc1nc(N)c(C#N)c(-c2cccnc2)c1-c1ccccc1
13.2	CC(C)NC(=O)N1[C@@H](C#N)[C@@H](c2ccc(C#CC3CCCC3)cc2)[C@@H]1CO
14.9	O=C(CCC1CCCCC1)Nc1cc(Cl)ccc1N1CCOCC1
4.5	COc1cccc(-c2cc(C(=O)NCCCn3ccnc3)c3ccccc3n2)c1
-42.4	COc1ccc(-c2cc(CCCC(=O)NCCc3ccccc3)no2)cc1
-1.9	CC(=O)c1n[nH]nc1Nc1nc(C)cc(C)n1
6.5	CCCN(CCC)CC(C)(C)NS(=O)(=O)c1ccc(Cl)cc1
10.4	O=C(Nc1cccc(NC(=O)c2ncn[nH]2)c1)c1cccc(Cl)c1
38.8	COc1cc(C2c3cc4c(cc3OC(NNC(N)=S)C2C)OCO4)cc(OC)c1OC (stereo unspecified)
-18.7	COc1cc2ccc(C(C)=O)c(O)c2cc1OC
11.1	CCCCn1c(=O)c(CCC(=O)OCC(=O)NC(=O)NCCC(C)C)nc2ccccc21
0.2	COC(=O)C(Cc1ccc(O)cc1)NC(=O)C12CC3CC(CC(C3)C1)C2 (stereo unspecified)

An excerpt. The share of hits here may be higher or lower than overall.
